# HePTP inh: inhibitors of human HePTP phosphatase; P35236; recombinant HePTP phosphatase activity, OD absorbance; inhibition, % at 20 µM; actives 0.64% (n = 110,000); AID 521; in the data active = inhibition above about 50%;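 also: plate controls were vehicle for no effect and reference inhibitor for full effect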
# Target sequence (P35236 whole entry, looked up): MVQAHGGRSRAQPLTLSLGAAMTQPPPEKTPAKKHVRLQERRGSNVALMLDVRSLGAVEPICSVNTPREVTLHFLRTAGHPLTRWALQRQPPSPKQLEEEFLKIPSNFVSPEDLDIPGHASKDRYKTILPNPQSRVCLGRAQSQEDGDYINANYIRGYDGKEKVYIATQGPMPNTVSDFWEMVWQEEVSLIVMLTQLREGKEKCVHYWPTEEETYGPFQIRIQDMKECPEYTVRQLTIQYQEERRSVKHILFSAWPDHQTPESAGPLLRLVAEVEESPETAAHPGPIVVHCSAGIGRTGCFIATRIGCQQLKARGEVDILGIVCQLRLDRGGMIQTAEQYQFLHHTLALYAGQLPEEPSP
# BAP1 inh: blocks human BAP1 ubiquitin-AMC hydrolysis; recombinant BAP1, Ub-AMC hydrolysis fluorescence kinetic; active compounds read low; AID 436; actives 0.48% (n = 72,000); activity remaining (% of control), % at 20 µM;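 active = activity remaining at or below 50% of control, provided the compound also passes the data quality filters; inactive = the rest, including low values that fail the filters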;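 also: 100% = DMSO wells rate and 0% = substrate alone blank rate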
# Target sequence (Q92560 whole entry, looked up): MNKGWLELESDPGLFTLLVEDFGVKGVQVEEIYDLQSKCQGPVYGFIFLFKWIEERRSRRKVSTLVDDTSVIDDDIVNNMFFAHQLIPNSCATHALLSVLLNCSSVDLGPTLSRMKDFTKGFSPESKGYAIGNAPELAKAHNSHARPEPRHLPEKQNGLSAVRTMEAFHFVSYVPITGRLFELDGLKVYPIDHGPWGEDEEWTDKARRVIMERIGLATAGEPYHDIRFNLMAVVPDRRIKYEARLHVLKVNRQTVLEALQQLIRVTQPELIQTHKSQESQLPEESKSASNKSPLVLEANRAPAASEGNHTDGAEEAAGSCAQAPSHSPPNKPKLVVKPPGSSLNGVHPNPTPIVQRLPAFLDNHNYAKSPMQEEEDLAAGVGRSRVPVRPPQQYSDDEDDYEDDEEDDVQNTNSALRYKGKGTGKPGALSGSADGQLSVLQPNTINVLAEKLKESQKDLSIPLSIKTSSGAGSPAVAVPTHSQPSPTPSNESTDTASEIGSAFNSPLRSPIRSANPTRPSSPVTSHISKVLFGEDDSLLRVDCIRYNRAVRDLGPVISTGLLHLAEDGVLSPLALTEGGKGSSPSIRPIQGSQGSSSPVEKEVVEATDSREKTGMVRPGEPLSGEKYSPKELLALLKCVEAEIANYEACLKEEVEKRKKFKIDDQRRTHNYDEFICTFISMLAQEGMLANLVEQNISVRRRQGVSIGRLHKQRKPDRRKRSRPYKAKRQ
# * = called active by the depositor; . = no result given; & = joins results of further samples.
SMILES,HePTP inh,BAP1 inh
NC(=O)c1ccc(NC(=S)Nc2ccc(F)cc2)cc1,9.8,.
C=C(C)Cn1c(C2CC(=O)N(Cc3ccccc3)C2)nc2ccccc21 (configuration not stated),-2.3,94.1
O=C(CP(=O)(CO)CO)c1ccc(Cl)cc1,0.5,97.9
CC12COC3(C(=O)N4CCN(c5ccccn5)CC4)CC1CCC32C (configuration not stated),-9.2,.
CCOC(=O)c1c(N)sc(C(=O)N(C)Cc2ccccc2)c1C,9.8,.
CC1=C(C(=O)OC2CCCCC2)C(c2cccnc2)n2ncnc2N1 (configuration not stated),11.3,107.7
Cc1sc2nc(SCC(=O)NCCOCCO)n(C)c(=O)c2c1C,5.4,108.0
Cc1ccc(Sc2ccc(/C=C3/SC(=S)N(C)C3=O)o2)cc1,2.0,.
O=C(CCC1CCCC1)N1CCN(S(=O)(=O)c2ccccc2)CC1,3.7,.
CCSc1nnc(NC(=O)NCC(F)(F)F)s1,-4.4,94.7
COC(=O)CCCC[C@H]1SC[C@H]2NC(=O)N[C@]21O,8.0,107.5
Cc1ccccc1OCC(=O)Nc1ccc(Nc2ccccc2)cc1,-1.0,.
O=S(=O)(c1cccc(-c2nnc(-c3ccc(Br)cc3)o2)c1)N1CCCCCC1,7.2,.
O=C(Cc1ccccc1)Nc1c2c(nn1-c1cccc(Cl)c1)CS(=O)(=O)C2,6.7,89.0
CN(C)c1nc(Nc2ccccc2)nc(Oc2ccc(=O)[nH]n2)n1,10.2,114.0
Cc1cc(C)n(CC(=O)n2nc(C)cc2C)n1,8.1&-5.6,87.5
CN(C)C(=O)Cn1c(SCC(=O)N2CCCc3ccccc32)nc2ccccc21,4.3,101.7
COc1ccc(C(=O)NC(=S)Nc2ccccc2Cl)cc1,4.7,.
COC(=O)C1=C(C)NC(=O)CC1c1ccccc1 (configuration not stated),10.1,.
O=C(NCCNC(=O)C1CC2CCC1C2)C1CC2CCC1C2 (configuration not stated),10.4,84.9
COc1cc2ccccc2cc1C(=O)Nc1ccc(N2CCN(C)CC2)cc1,-1.5,91.1
Cc1ccsc1-c1nc(CSCC(=O)NCc2ccc3c(c2)OCO3)c(C)o1,-0.5,102.0
O=C1CN(C(=O)COC(=O)Cc2ccsc2)c2ccccc2N1,3.5,114.3
CS(=O)(=O)c1ccc2nc(NC(=O)C3COc4ccccc4O3)sc2c1 (configuration not stated),-1.7,67.5
O=c1oc2ccccc2c(O)c1C=Nc1ncccn1,.,122.9
# New compounds follow.
SMILES,HePTP inh,BAP1 inh
CCOC(=O)C1=C(C)NC(=O)NC1c1cc(C)sc1C (configuration not stated),3.7,110.4
O=c1[nH]c(SCc2ccc(F)cc2)nc2c1cnn2-c1ccc(F)cc1,5.2,47.8*
O=C1C(=O)N(c2cccc([N+](=O)[O-])c2)C(c2ccc(F)cc2)/C1=C(/O)c1ccccc1 (configuration not stated),7.3,.
Cc1nc(NC(=O)c2ccccc2)sc1-c1csc(NCc2ccco2)n1,3.9,.
COc1ccc(C2Nc3ccccc3C(=O)N2Cc2ccco2)cc1COc1cccc(C)c1C (configuration not stated),-3.9,.
CCc1nnc(NC(=O)CCC(=O)O)s1,-5.5,91.6
O=C(O)C/C=C1/Nc2ccc([N+](=O)[O-])cc2OC1=O,4.7,.
CCc1nnc(NC(=O)CSc2nnc(Cc3ccccc3)o2)s1,2.8,95.3
O=C(O)C1C2CCC(C2)C1C(=O)NCc1ccco1 (configuration not stated),0.4,99.3
O=C(CCC(=O)N(Cc1ccco1)C(C(=O)NC1CCCC1)c1ccncc1)Nc1cccnc1 (configuration not stated),5.3,94.9
COc1ccc(/C=C2\C=C(c3ccc(Br)cc3)OC2=O)cc1[N+](=O)[O-],4.6,.
COc1ccc(NCC(O)Cn2c3ccc(Br)cc3c3cc(Br)ccc32)c(OC)c1 (configuration not stated),-1.4,.
COc1ccc(N2C(=O)/C(=C\c3ccccc3C)SC2=S)cc1,-5.1,.
S=C(Nc1ccccc1)Nc1nccs1,.,84.2
Cc1cccc(Nc2nc(NC(C)C)nc(Oc3ccc(=O)n(C)n3)n2)c1,7.3,102.0
CCOc1ccc(S(=O)(=O)N(CC(=O)Nc2ccc(OC)cc2OC)c2ccc(C)cc2)cc1,-14.8,.
O=C(Cn1cnc2c(nnn2Cc2ccccc2)c1=O)NCc1ccco1,0.4,90.4
Cc1cc2nc(-c3cc(NC(=O)c4cccc([N+](=O)[O-])c4)ccc3Cl)oc2cc1C,-2.6,.
CS(=O)(=O)Nc1nnc(Cc2ccccc2)s1,-0.9,106.4
CCCOc1ccc(/C=N/N2CCN(Cc3cccc4ccccc34)CC2)cc1,7.5,.
Cc1nc2c(cnn2-c2ccc(Cl)cc2)c(=O)n1-c1ccc2c(c1)OCCO2,6.9,95.1
COc1ncnc2c1oc1nc(C(C)C)c3c(c12)CC(C)(C)OC3,3.1,106.0
OC(CN1CCC(Cc2ccc(F)cc2)CC1)c1ccc(Cl)cc1 (configuration not stated),.,92.4
CC(=O)Nc1nc(=S)n(-c2ccccc2)[nH]1,2.5,91.4
COc1ccc(-n2c(C)cc(C(=O)Cn3c(NCCO)nc4ccccc43)c2C)cc1,0.9,110.0
# Continued.
SMILES,HePTP inh,BAP1 inh
CCOC(=O)c1c(NC(=O)c2ccccc2C(=O)O)sc2c1CCC2,.,51.4
CCOc1ccc(N(CC(=O)NCCCOC)S(=O)(=O)c2ccc(SC)cc2)cc1,-3.1,.
CCOC(=O)CSc1nsc(SCC(=O)OCC)c1C#N,-14.5,.
Cc1cccc(OCC2=N/C(=C\N(C)C)C(=O)O2)c1,6.3&4.4,73.7
Nc1n[nH]c(N)c1N=Nc1ccccc1F,102.7*,.
Cc1cc(Cl)ccc1OCC(=O)OC(C)C(=O)NC(N)=O (configuration not stated),7.8,100.7
COc1ccc(OC)c(C2/C(=C(\O)c3ccc(Cl)cc3)C(=O)C(=O)N2c2cc(C(C)(C)C)on2)c1 (configuration not stated),13.1,.
COCCn1c(=O)[nH]c2cc(C(=O)NCCCN3CCN(c4ccc(F)cc4)CC3)ccc2c1=O,0.5,90.0
Cc1cc(SCC(=O)Nc2c(C)n(C)n(-c3ccccc3)c2=O)n2c(nc3ccccc32)c1C#N,.,137.9
COc1ccc(Cl)cc1C(=O)Nc1ccc(Cl)cc1,-6.6,.
CN1C(=O)/C(=C2\SC(=O)NC2=O)c2cc(Br)ccc21,5.6,.
O=C(O)CN1C(=O)/C(=C\c2ccccc2OCc2ccccc2)SC1=S,3.9,.
CS(=O)(=O)N(CC(=O)N1CCCCCC1)c1cccc(Br)c1,0.9,.
CCOCCCNC(=O)C(C)NS(=O)(=O)c1ccc(C)cc1 (configuration not stated),0.5,52.1
COc1ccc(S(=O)(=O)N2CCN(S(C)(=O)=O)CC2)cc1,10.2,.
Cc1onc(-c2c(Cl)cccc2Cl)c1C(=O)N1CCCC1,2.6,.
CCOc1ccc(-n2c(SCC(=O)Nc3nccs3)nc3c(c2=O)SCC3)cc1,4.9,84.9
COCCNC(=O)CN(c1cccc([N+](=O)[O-])c1)S(=O)(=O)c1ccccc1,-3.9,.
CC1(C(=O)NNC(=O)c2ccccc2)CC2C=CC1C2 (configuration not stated),4.6,.
COc1ccc(-n2c(C)c([N+](=O)[O-])c3ccc(O)c(CN(CCO)CCO)c32)cc1,10.0,.
CSc1ccc(-c2cc(=O)c3ccccc3o2)cc1,5.7,258.5
COc1ccc(-c2cn3ccsc3n2)cc1,0.5,121.1
O=C(CSCc1cccc(Br)c1)NCc1ccccc1,-3.8,.
COc1ccc2c(c1)CC/C(=C\c1ccc(Br)cc1)C2=O,1.6,.
C=CCSC1=C(C#N)C2(CCCCC2)C(C#N)C(=O)N1 (configuration not stated),7.5&6.6,76.2

# Exported with the structure last: entries from further up.
HePTP inh	BAP1 inh	SMILES
0.9	.	CS(=O)(=O)N(CC(=O)N1CCCCCC1)c1cccc(Br)c1
0.5	52.1	CCOCCCNC(=O)C(C)NS(=O)(=O)c1ccc(C)cc1 (configuration not stated)
10.2	.	COc1ccc(S(=O)(=O)N2CCN(S(C)(=O)=O)CC2)cc1
2.6	.	Cc1onc(-c2c(Cl)cccc2Cl)c1C(=O)N1CCCC1
4.9	84.9	CCOc1ccc(-n2c(SCC(=O)Nc3nccs3)nc3c(c2=O)SCC3)cc1

# Other records follow.
SMILES,HePTP inh,BAP1 inh
CC(=O)c1cc(F)c(N2CCCC2)cc1C,2.4,79.4
CC1Cc2ccccc2N1C(=O)c1ccc(N2CCCCC2)c([N+](=O)[O-])c1 (configuration not stated),-0.5,148.2
CC(=O)c1c(COC(=O)c2cccnc2)nc2ccccc2[n+]1[O-],3.5,95.2
Cc1nnc(C)n1/N=C/c1ccc(Cl)cc1,8.5,.
COc1ccc(CCC(=O)N2CC(C)OC(C)C2)cc1 (configuration not stated),9.2,65.9
Cc1c(NC(=S)NC(=O)/C=C/c2ccccc2)cccc1-c1nc2ncccc2o1,-7.9,.
O=C(Cc1nnn(-c2ccccc2)n1)c1cccc([N+](=O)[O-])c1,0.2,.
NCCCSC1=NCCCN1,-3.0,103.3
COc1cc(/C=N/NC(=O)/C(=C\C=C\c2ccccc2)NC(=O)c2ccccc2)cc(OC)c1O,5.2,.
NCCCCCc1nnc(SCc2ccccc2Cl)o1,3.6,106.5
COc1ccc(C(=O)/C=C/c2cn(Cc3ccccc3)c3ccccc23)cc1,0.9,.
N#Cc1cnn(Cc2ccccc2)c1N,1.0,104.7
CCN1CCN(Cc2cc(=O)oc3cc(C)cc(C)c23)CC1,7.4,102.3
O=C(CSc1ncnc2c1cnn2-c1ccccc1Cl)N1CCN(C(=O)c2ccco2)CC1,4.8,85.3
CN(C)C(=O)N1CCC(C(=O)NCc2ccc(F)cc2Cl)CC1,6.7,103.0
COc1ccccc1C(=O)Nc1ccc(C)cc1C(=O)c1ccccc1,.,70.5
O=C(Cn1ncc2c(=O)oc3ccccc3c21)N1CCN(c2ccccn2)CC1,-1.5,96.4
COc1ccc(S(=O)(=O)Cc2ccccc2)cc1N,1.1,112.9
COCCNC(=O)c1c(N)sc2c1CCCC2,4.3,139.2
CCOC(=O)c1cnc2c(-c3ccccc3)c(C)nn2c1N,-2.4,70.8
O=c1oc2ccc3ccccc3c2cc1-c1nnc(Nc2ccc(F)cc2)s1,.,126.0
C#CCOc1cc(Br)c(/C=C2\C(=O)NC(=O)N(c3ccc(C)cc3)C2=O)cc1OC,3.7,.
O=C1c2ccccc2C(=O)C12Cc1ccccc1N1CCN(c3ccccc3)CC12 (configuration not stated),8.4,66.6
c1ccc2cc3[nH]c(CN4CCOCC4)nc3cc2c1,6.1,110.7
CCC(=O)N1CCc2cc(S(=O)(=O)Nc3ccc4c(c3)OCCO4)ccc21,-10.5,126.6
# Remaining list, next part:
SMILES,HePTP inh,BAP1 inh
O=c1oc2c3c(ccc2c2c1CCC2)OCN(c1ccc(Cl)cc1)C3,8.5,.
CCOC(=O)CC(=O)c1[nH]c(C)c(C(=O)OCC)c1C,7.9,74.8
Cc1cc(C)nc(N(C#N)CC(=O)N2CCC(C(N)=O)CC2)n1,3.5,88.3
CCc1ccccc1Nc1c2c(nc3ccccc13)CCC2,.,80.3
Cc1ccc(C(C)n2cc(C(=O)NCc3cccnc3)nn2)cc1 (configuration not stated),6.3,113.0
COc1ccccc1NC(=O)CNS(=O)(=O)c1ccccc1,11.4,64.4
COc1cc(C(=O)Nc2ccc(C(C)C)cc2)c([N+](=O)[O-])cc1OC,3.9,.
Cc1ccc(OC(C)c2nnc(N)s2)cc1Cl (configuration not stated),2.1,80.3
Clc1ccc(Cc2noc(CN3CCN(c4ccccc4)CC3)n2)c(Cl)c1,8.9,84.9
Cc1ccc2c(c1)c(C)c(C)n2CC(O)Cn1nnc2ccccc21 (configuration not stated),2.8,.
O=C1NC(=O)N(c2ccc(I)cc2)C(=O)/C1=C\C=C\c1ccco1,15.7,.
O=C(Nc1ccccc1NC(=O)c1c(F)c(F)c(F)c(F)c1F)c1c(F)c(F)c(F)c(F)c1F,-1.0,88.5
CCN1CCN(S(=O)(=O)c2ccc(Br)s2)CC1,2.3,111.1
Cc1ccc(-c2cc(C(F)F)nc(NCC3CCCO3)n2)cc1 (configuration not stated),5.6,77.4
NC(=O)Cn1nnc(-c2ccc(C(F)(F)F)cc2)n1,-7.0,111.4
CCOC(=O)C1C(=O)CC(C)(O)C(C(=O)OCC)C1c1ccc(OCC)cc1 (configuration not stated),-2.1&-1.2,94.8
CCOC(=O)/C(C#N)=C(/C)c1ccc(OC)cc1,-0.8,95.0
Cc1n(Cc2ccccc2)c2ccccc2[n+]1C,2.5,.
Cc1cc2nc(SCC(=O)Nc3nonc3C)c3c(c2cc1C)CCCC3,8.8,106.0
CC(=O)c1ccc(NS(=O)(=O)c2ccccc2[N+](=O)[O-])cc1,3.0,.
CSc1ccccc1N=Cc1nc(-c2ccccc2)oc1O,5.4,99.3
O=C(c1ccccc1)N1N=C(c2ccc([N+](=O)[O-])cc2)CC1(O)C(F)(F)F (configuration not stated),2.1,.
COc1ccc(NC(=O)CN2CCN(CC(=O)Nc3ccccc3Cl)CC2)cc1Cl,-1.9,105.7
c1ccc(-c2cnc(CSc3ncnc4sccc34)o2)cc1,11.5,70.4
Cc1noc(C)c1S(=O)(=O)NC1CCCc2ccccc21 (configuration not stated),5.7,107.0
COC(=O)c1c(C)oc2cc(Br)c(OCc3ccc([N+](=O)[O-])cc3)cc12,3.5,.
Cc1cc(S(=O)(=O)NCC(C)C)ccc1OCC(=O)NCc1ccccn1,-2.9,98.3
Cc1cc(I)ccc1N1C(=O)C2C3C=CC(C3)C2C1=O (configuration not stated),.,75.4

# Compounds from the list above with a COOH group, in the order listed:
SMILES,HePTP inh,BAP1 inh
CCc1nnc(NC(=O)CCC(=O)O)s1,-5.5,91.6
O=C(O)C/C=C1/Nc2ccc([N+](=O)[O-])cc2OC1=O,4.7,.
O=C(O)C1C2CCC(C2)C1C(=O)NCc1ccco1 (configuration not stated),0.4,99.3
CCOC(=O)c1c(NC(=O)c2ccccc2C(=O)O)sc2c1CCC2,.,51.4
O=C(O)CN1C(=O)/C(=C\c2ccccc2OCc2ccccc2)SC1=S,3.9,.
